Compound activity as filed in PubChem BioAssay.
Vif-A3F inh = qHTS for Inhibitors of Vif-A3F Interactions: qHTS | Potency, µM (top dose mostly 46.1 µM), inactives show top-dose activity, negative = active | actives 0.2% (n = 390,000) | HeLa A3F-eYFP + Vif (tagged APOBEC3F with the HIV-1 protein that degrades it), YFP fluorescence increase; further: potency means the concentration at half of the fitted maximal effect; % of control where 0% means no effect; nearly all actives have a fitted effect of over 65% in size
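HeLa cells stably expressing A3F-eYFP plus Vif, plated and incubated overnight at 37 deg C, then exposed to compounds overnight at 37 deg C. Blocked degradation read as raised yellow fluorescence (Ex 488/Em 500-530).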
Glioma ERSR ind = qHTS for Inducers of the Endoplasmic Reticulum Stress Response (ERSR) in Human Glioma: qHTS; Potency, µM, for inactives: top-dose activation, usual class: activators; actives 0.02% (n = 420,000); AID 602332, 2012; U87-MG GRP78 promoter luciferase reporter, 16 h; further: potency means the concentration at half of the fitted maximal effect; series mostly up to about 76 µM; % of control where 0% means no effect; nearly all actives have a fitted effect of over 35% in size
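ERSR induction read as luciferase luminescence (Bright-Glo, 10 min at room temperature) in stably transfected human U87-MG glioma cells exposed to compounds for 16 h, using GRP78 as sensor.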
IDH1 R132H inh = qHTS for Inhibitors of mutant isocitrate dehydrogenase 1 (IDH1): qHTS; IDH1-R132H enzyme, NADPH consumption, diaphorase/resazurin fluorescence; Isocitrate dehydrogenase [NADP] cytoplasmic (Homo sapiens), O75874; Potency, µM (doses to about 76.6 µM), for the others: at the top dose activity change, negative = inhibition, most hits filed as inhibitors; actives 0.093% (n = 390,000); further: potency means the concentration at half of the fitted maximal effect; on the % scale 0 is the no-effect control and ±100 the full control effect; nearly all actives have a fitted effect of over 65% in size
Target sequence (O75874 whole entry R132H, stated change not applied): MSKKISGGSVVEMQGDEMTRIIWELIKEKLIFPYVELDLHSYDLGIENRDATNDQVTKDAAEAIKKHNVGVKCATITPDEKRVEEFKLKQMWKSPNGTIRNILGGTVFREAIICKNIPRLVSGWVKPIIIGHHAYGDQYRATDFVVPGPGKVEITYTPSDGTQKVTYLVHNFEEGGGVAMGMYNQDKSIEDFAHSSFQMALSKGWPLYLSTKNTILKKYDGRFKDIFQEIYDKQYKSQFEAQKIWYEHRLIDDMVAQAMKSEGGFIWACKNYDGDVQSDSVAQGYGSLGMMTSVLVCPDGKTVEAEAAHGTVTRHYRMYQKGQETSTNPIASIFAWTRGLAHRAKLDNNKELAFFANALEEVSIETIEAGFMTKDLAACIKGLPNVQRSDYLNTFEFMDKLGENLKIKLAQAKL
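IDH1-R132H (0.5 ug/mL) preincubated 30 min with compound, then NADPH (0.016 mM) and alpha-KG (2 mM) added; 80 min at RT, pH 7.5. Remaining NADPH coupled via diaphorase/resazurin to fluorescence (540/590 nm); concentration-response curves normalized to no-enzyme control.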
Vif-APOBEC3G blk = qHTS for Inhibitors of Vif-A3G Interactions: qHTS; Potency, µM (highest dose often 46.1 µM), for the others: at the highest dose activity, negative = active, actives largely listed as inhibitors; actives 0.076% (n = 410,000); AID 602310, 2012; HeLa A3G-eYFP + Vif (tagged APOBEC3G with the HIV-1 protein that degrades it), YFP fluorescence, overnight;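 further: potency means the concentration at half of the fitted maximal effect; on the % scale 0 is the no-effect control and ±100 the full control effect; nearly all actives have a fitted effect of over 60% in size; hits raise eYFP signal because A3G escapes Vif-driven loss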
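HeLa cells stably expressing Vif and C-terminally eYFP-tagged A3G, seeded overnight at 37 deg C, then exposed to compound by pintool overnight at 37 deg C. Rise in yellow fluorescence (Ex 488/Em 500-530, Acumen) marks blocked Vif-driven A3G degradation.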
RGS4 inh = Inhibitors of Regulator of G Protein Signaling (RGS) 4: qHTS; Regulator of G-protein signaling 4 (Homo sapiens), P49798; Transcreener GDP fluorescence polarization, RGS4-accelerated GTP hydrolysis; Potency, µM (doses to about 114 µM), for the others: top-dose activity change, negative = inhibition, most hits filed as inhibitors; actives 0.039% (n = 390,000); further: potency means the concentration at half of the fitted maximal effect; on the % scale 0 is the no-effect control and ±100 the full control effect; nearly all actives have a fitted effect of over 75% in size; some results filed as inactive show a strong effect at the top dose
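MLSMR compounds (23 nl, pin-transferred) preincubated 10 min at room temperature with a 500nM (2x) first reagent, then RGS4 at 900nM (2x) plus Transcreener GDP mix added; fluorescence polarization (620/688 nm) read before and after 90 min at 30 °C.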
USP1-UAF1 inh = Inhibitors of USP1/UAF1: Primary Screen. Potency, µM (titrated, usually from 57.1 µM), for the others: at the highest dose activity change, negative = inhibition, most hits filed as inhibitors. recombinant USP1/UAF1, Ub-Rhodamine cleavage fluorescence. actives 0.23% (n = 390,000). AID 743255, 2014; further: potency means the concentration at half of the fitted maximal effect; on the % scale 0 is the no-effect control and ±100 the full control effect; nearly all actives have a fitted effect of over 60% in size; inactives centre near -12
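USP1/UAF1 complex (1 nM) preincubated 15 min at room temperature with compound, then Ub-Rho substrate (150 nM final) added. Kinetic fluorescence at 480/540 nm over 6 reads at 60 s intervals; 50 mM HEPES pH 7.8, 0.5 mM EDTA, 0.1 mg/ml BSA, 1 mM TCEP, 0.01% Tween-20.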
LDHA inh = qHTS assay for inhibitors of human lactate dehydrogenase | actives 0.15% (n = 480,000) | AID 1347041, 2019 | purified LDHA, NADH/diaphorase-resazurin fluorescence; stronger effect = lower value | L-lactate dehydrogenase A chain (Homo sapiens), P00338 | activity change, % (values are at about 110 or 230 µM); in the data active means activity change below about -30%; inconclusive means mostly about -25% to -30%;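 further: plate controls were DMSO wells for no effect and wells without enzyme for full effect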
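Human LDH5 (2 nM) was incubated with 0.06 mM NADH and 0.2 mM pyruvate for 5 min at room temperature in Tris pH 7.4. Remaining NADH was coupled through diaphorase/resazurin, and resorufin fluorescence was read at 0 and 20 min.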
rTrxR1 inhibitor = qHTS Assay for Inhibitors of Mammalian Selenoprotein Thioredoxin Reductase 1 (TrxR1): qHTS. Potency, µM (highest dose often 114 µM), inactives show top-dose activity change, negative = inhibition, most hits filed as inhibitors. actives 1% (n = 390,000). recombinant rTrxR1, NADPH fluorescence consumption, selenite substrate; further: potency means the concentration at half of the fitted maximal effect; on the % scale 0 is the no-effect control and ±100 the full control effect; nearly all actives have a fitted effect of over 65% in size
Target sequence (O89049 whole entry, looked up): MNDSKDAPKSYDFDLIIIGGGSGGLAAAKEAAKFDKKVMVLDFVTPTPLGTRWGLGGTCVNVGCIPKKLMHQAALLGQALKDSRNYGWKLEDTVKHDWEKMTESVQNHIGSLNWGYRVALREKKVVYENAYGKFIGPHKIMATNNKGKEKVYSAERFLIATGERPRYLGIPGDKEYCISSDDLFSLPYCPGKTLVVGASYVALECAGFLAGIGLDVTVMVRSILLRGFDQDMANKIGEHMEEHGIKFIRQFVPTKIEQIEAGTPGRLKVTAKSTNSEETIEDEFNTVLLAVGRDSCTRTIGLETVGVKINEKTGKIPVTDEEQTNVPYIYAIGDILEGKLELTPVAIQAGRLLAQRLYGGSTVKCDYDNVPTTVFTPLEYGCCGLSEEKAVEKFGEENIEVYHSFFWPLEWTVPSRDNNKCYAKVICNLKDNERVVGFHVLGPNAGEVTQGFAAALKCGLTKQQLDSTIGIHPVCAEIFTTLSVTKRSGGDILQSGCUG
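Rat TrxR1 (90 nM in the dispensed reagent) was pre-reduced with 400 uM NADPH for 5 min at room temperature, then incubated with compound for 15 min. After 400 uM selenite was added, NADPH fluorescence (Ex 340/Em 450 nm) was followed for 8 min.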
TrxR1 substrate = qHTS Assay for Substrates of Mammalian Selenoprotein Thioredoxin Reductase 1 (TrxR1): qHTS; Potency, µM (doses to about 114 µM), for inactives: top-dose activity change, negative = substrate turnover; AID 588456, 2011; purified TrxR1 substrate turnover, NADPH consumption readout; Thioredoxin reductase 1, cytoplasmic (Rattus norvegicus), O89049; actives 0.01% (n = 390,000); further: potency means the concentration at half of the fitted maximal effect; on the % scale 0 is the no-effect control and ±100 the full control effect; nearly all actives have a fitted effect of over 50% in size
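Rat TrxR1, dispensed at 90 nM, was prereduced with 400 uM NADPH (final) for 5 min at ~22 deg C, then incubated with compound 15 min before 400 uM selenite. A first-read NADPH fluorescence drop versus no-compound background flagged substrates.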
An asterisk follows results filed as active; ? = inconclusive; . = not tested or not shown; & = joins results of further samples; [ ] = dose if it differs, or a comment. Unless noted, the call rests on the fitted dose curve; in most records, active means well fitted curve in the direction sought with a large enough effect; inconclusive means small, poorly fitted or top-dose-only effect, or another doubt; inactive means no such curve, though single readings can be large; an effect the other way counts as inactive or inconclusive. These rows are one share of the data; the hit share may differ from the screen's.

The line under a structure holds: Vif-A3F inh	Glioma ERSR ind	IDH1 R132H inh	Vif-APOBEC3G blk	RGS4 inh	USP1-UAF1 inh	LDHA inh	rTrxR1 inhibitor	TrxR1 substrate
> CCOc1ccc(CCNC(=O)COC(=O)c2cccc(N(C)C)c2)cc1OCC
 : -3%	-5%	7%	-5%	41%	-6%	-1	-2%	-7%
> CCC(C)(C(=O)Nc1ccc2c(c1)OCCO2)N(C(C)=O)c1ccc(C(N)=O)cc1 (stereo unspecified)
 : 0%	-2%	4%	1%	13%	-14%	0	8%	-2%
> O=C(NNC(=O)c1ccco1)Nc1ccccc1
 : 10%	-4%	8%	2%	-6%	-2%	-3	-7%	-7%
> CCOC(=O)c1cc(CC)sc1NC(=O)CC1SC(N)=NC1=O (stereo unspecified)
 : -24%	0%	-4%	-6%	10%	-24%	-13	16%	4%
> CCC1=NN2C(=N)/C(=C/c3ccc(OS(=O)(=O)c4ccc(C)cc4)c(OC)c3)C(=O)N=C2S1
 : 0%	-1%	-8%	-7%	-31%	-5%	-3	-11%	-3%
> CC(C)=C(NC(=O)c1ccccc1)C(=O)N1CCOCC1
 : -1%	2%	2%	-1%	32%	?	-7	21%	13%
> O=C(N/N=C/c1c(F)cccc1Cl)c1cc(C2CC2)[nH]n1
 : -5%	6%	-9%	-5%	16%	-12%	-3	17%	1%
> COc1ccccc1N1CCN(C(=O)CCC(=O)Nc2nnc(CC(C)C)s2)CC1
 : 7%	1%	0%	0%	0%	-27%	-9	2%	-1%
> COc1ccc(OC)c(Nc2nc(-c3sc(NC(=O)C(C)(C)C)nc3C)cs2)c1
 : 5%	-2%	-3%	-6%	-31%	-14%	0	29%[57.1 µM]	12%[57.1 µM]
> CCOC(=O)C1CCN(C(=O)COC(=O)c2cccc(F)c2)CC1
 : 1%	-1%	-5%	2%	16%	-9%	-1	8%	-1%
> CC(=O)c1ccsc1-c1c(C)cc2oc(=O)cc(-c3ccccc3)c2c1C
 : -1%	0%&-2%	-15%	-4%	0%	-28%	-3	8%	-3%
> CCN(CC)CC(O)COc1ccc2c(c1)OCO2 (stereo unspecified)
 : 0%	-2%	5%	1%	19%	1%	3	18%[57.1 µM]	-11%
> COc1ccc(CN(C)CC(=O)NC2CCCc3ccccc32)cc1OC (stereo unspecified)
 : -7%	-2%	-1%	-3%	3%	-8%	-9	4%[57.1 µM]	3%[57.1 µM]
> CC(=O)Nc1ccc(S(=O)(=O)N2CCN(CC(=O)NC3CCCC3)CC2)cc1
 : 0%	-4%	9%	-1%	-14%	-11%	-1	16%	7%
> Cc1ccc(C)c(NC(=O)CSc2nnc(CSc3nc(C)cc(C)n3)n2Cc2ccco2)c1
 : .	-2%	0%	3%	17%	8%	-4	-12%	-6%
> CC1(C)CC(=O)C=C(Nc2ccc(C(=O)O)c(O)c2)C1
 : 2%	-6%	-16%	-6%	-8%	-15%	-3	-7%	-14%
> COC(=O)c1ccc(CSc2nc3ccc(S(=O)(=O)N4CCOCC4)cc3[nH]2)cc1
 : 4%	-3%	-7%	-1%	-3%	-19%	-2	-3%	-12%
> C=CCn1c(SCC(=O)NCC(c2ccccc2)N(C)C)nnc1C1CCCCC1 (stereo unspecified)
 : 11%	0%	-10%	-3%	-1%	-26%	-1	28%	1%
> O=C(CSc1cn(CCNC(=O)c2c(F)cccc2F)c2ccccc12)Nc1ccc2c(c1)OCCO2
 : -18%	-3%	-20%	-4%	-10%	-14%	-21	0%	-5%
> COc1cc(C(=O)NCc2nnc(SCC(=O)NC3CCCC3)o2)cc(OC)c1OC
 : 0%	-6%	-2%	0%	-10%	-14%	-4	24%	4%

An excerpt from above in order of heavy-atom count, high to low:
The line under a structure holds: Vif-A3F inh	Glioma ERSR ind	IDH1 R132H inh	Vif-APOBEC3G blk	RGS4 inh	USP1-UAF1 inh	LDHA inh	rTrxR1 inhibitor	TrxR1 substrate
> COc1ccccc1N1CCN(C(=O)CCC(=O)Nc2nnc(CC(C)C)s2)CC1
 : 7%	1%	0%	0%	0%	-27%	-9	2%	-1%
> CC(=O)c1ccsc1-c1c(C)cc2oc(=O)cc(-c3ccccc3)c2c1C
 : -1%	0%&-2%	-15%	-4%	0%	-28%	-3	8%	-3%
> CC(C)=C(NC(=O)c1ccccc1)C(=O)N1CCOCC1
 : -1%	2%	2%	-1%	32%	?	-7	21%	13%

The results go on.
The line under a structure holds: Vif-A3F inh	Glioma ERSR ind	IDH1 R132H inh	Vif-APOBEC3G blk	RGS4 inh	USP1-UAF1 inh	LDHA inh	rTrxR1 inhibitor	TrxR1 substrate
> COc1ccc(N2CCN(C(=O)Cc3ccc(S(=O)(=O)N4CCOCC4)s3)CC2)cc1
 : -2%	-5%	-4%	-1%	-27%	6%	9	-8%[57.1 µM]	5%
> CCCCCc1nnc(NC(=O)c2ccc3nc[nH]c3c2)s1
 : 1%	3%	-8%	-8%	14%	-1%	0	-13%	-12%
> Cc1cc(C(=O)CSc2nnnn2-c2ccccc2)c(C)n1-c1ccc2c(c1)OCO2
 : -14%	-6%	7%	1%	-11%	-7%	3	0%	-8%
> Cc1cc(C)cc(NC(=O)N(CCC#N)Cc2cccs2)c1
 : 0%	-2%	7%	2%	-5%	-5%	-3	18%[57.1 µM]	-4%[57.1 µM]
> CN(C(=S)Nc1ccc(Oc2ccccc2)cc1)C1CCCCC1
 : ?	-3%	1%	0%	-28%	-12%	-12	27%	3%
> NC(=O)c1ccc(NC(=O)CSc2nc3ccccc3c(=O)n2CCCN2CCOCC2)cc1
 : -3%	-2%	13%	7%	-18%	-13%	-2	6%	9%
> COc1cc(-c2nc(-c3ccccc3)c(-c3ccc(F)cc3)[nH]2)cc2c1OCO2
 : 0%	-6%	2%	-1%	10%	-7%	-8	-18%	44%[activator]
> O=C(CCNC(=O)c1ccc([N+](=O)[O-])cc1)Nc1ccccc1N1CCCCC1
 : 1%	-4%	-4%	1%	1%	-19%	-5	-1%	-8%
> CCN(CC(=O)NC(C)(C)C)C(=O)COc1c(Cl)cc(Cl)c2ccc(C)nc12
 : -2%	2%	-1%	4%	-24%	-22%	4	24%	25%
> CCN(CC)C(=O)Cn1cc(S(=O)(=O)CC(=O)NC2CCCCC2)c2ccccc21
 : 7%	-3%	-7%	2%	18%	-1%	-3	19%	2%
> Cc1cc(C)c(OCC(=O)NCC(c2ccco2)N2CCCCC2)c(C)c1 (stereo unspecified)
 : 0%	-6%	5%	3%	-10%	-10%	-7	4%	0%
> CCOc1nc(C)ccc1-c1noc(-c2ccccn2)n1
 : -2%	3%	0%	-1%	-32%	-16%	-3	-12%	-11%
> Cc1cc(OCC(=O)OCC(=O)N(C)Cc2ccccc2C)ccc1Cl
 : 1%	-4%	2%	-1%	7%	-14%	-7	19%	-6%
> O=CN1CCc2scc[n+]2-c2ccccc21
 : 10%	-3%	2%	1%	?	-5%	2	-22%[57.1 µM]	5%[57.1 µM]
> CCOC(=O)C1(Cc2ccc(OC)cc2)CCN(C(=O)CN2CCN(CC)CC2)CC1
 : -8%	1%	-13%	-3%	-3%	-9%	-9	-8%	-6%
> Cc1ccc(S(=O)(=O)O/N=C2\CCCc3ccccc32)cc1
 : -4%	2%	9%	-5%	-31%	-13%	19	-6%	0%
> CCCC(=O)Nc1cccc(-c2nc3cc(C)c(C)cc3o2)c1C
 : 0%	-5%	-15%	-2%	-6%	-11%	-3	16%	12%
> O=C(Cn1cc2c(n1)CCCC2)NCCc1ccccc1
 : 1%	-1%	-5%	1%	-8%	-17%	-4	15%[57.1 µM]	5%[57.1 µM]
> COc1ccc(C(=O)Nc2ccc(-c3cc4ccccc4oc3=O)c(C)c2)cc1OC
 : .	.	.	.	3%	-19%	1	123%[activator]	169%[activator]
> CCC(C)c1ccc(OCCN2CCCC2)cc1 (stereo unspecified)
 : -15%	1%	4%	-1%	2%	-5%	-13	-8%	-3%
> O=C(O)c1cccc(S(=O)(=O)Nc2cccc(S(=O)(=O)Nc3ccc(Br)cc3)c2)c1
 : -7%	-5%	2%	0%	-6%	-5%	-6	12%	0%
> Cn1c(=O)c(=O)n(C)c2cc(S(=O)(=O)Nc3ccc4c(c3)OCCO4)ccc21
 : 1%	-11%	11%	0%	-34%	-9%	4	-13%	-7%
> CN(C(=O)COC(=O)c1cc(-c2ccc(Cl)s2)nc2ccccc12)C1CCS(=O)(=O)C1 (stereo unspecified)
 : 3%	-5%	-4%	-4%	22%	-1%	-7	-11%	4%
